Screens deposited in PubChem by National Center for Advancing Translational Sciences (NCATS).
AmpC det inh: inhibitors of E. coli AmpC beta-lactamase with detergent. hit rate 0.09% among 71,000. purified AmpC, nitrocefin hydrolysis with detergent. Potency, µM (titrated, usually from 28.7 µM), without a hit: at the top dose activity change, negative = inhibition. P00811; active = well fitted curve in the direction sought with a large enough effect
Target sequence (P00811 whole entry, looked up): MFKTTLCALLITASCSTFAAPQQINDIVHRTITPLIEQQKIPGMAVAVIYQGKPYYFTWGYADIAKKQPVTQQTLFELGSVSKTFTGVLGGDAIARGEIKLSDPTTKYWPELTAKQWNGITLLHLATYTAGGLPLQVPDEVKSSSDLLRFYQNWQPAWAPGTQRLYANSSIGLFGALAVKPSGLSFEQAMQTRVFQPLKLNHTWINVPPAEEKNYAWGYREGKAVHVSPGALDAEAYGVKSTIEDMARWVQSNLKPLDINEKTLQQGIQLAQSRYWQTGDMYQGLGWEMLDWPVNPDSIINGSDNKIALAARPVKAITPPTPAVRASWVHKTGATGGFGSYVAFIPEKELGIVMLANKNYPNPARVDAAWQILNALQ
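E. coli AmpC (5.3 nM) in 20 mM phosphate pH 7.0 with 0.01% Triton X-100, preincubated 15 min RT with compound; nitrocefin (2 uL of 800 uM stock) hydrolysis followed by 480 nm absorbance every 20 s over 4 min.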
* marks the source's active call; other numbers are inactive results; [ ] = remark or other dose. % is scaled to controls: 0 for no effect and ±100 for the full control effect; potency is read from the fitted curve at half-maximal effect. An excerpt, so the mix of outcomes need not match the whole.

# | Structure | AmpC det inh
1 | Cc1cc2cc(CCNC(=O)c3c(-c4ccccc4Cl)noc3C)c(=O)[nH]c2cc1C | 7%
2 | CC(C)Sc1nnc(Nc2ccccc2)s1 | -5%
3 | CCOC(=O)C1(C)NC(c2ccccc2F)C2C(=O)N(c3cccc(C(C)=O)c3)C(=O)C21 (configuration not stated) | -4%
4 | CC(C)(O)[C@H]1[C@H]2OC(=O)[C@@H]1[C@]1(O)C[C@H]3O[C@]34C(=O)O[C@H]2[C@]14C | 7%
5 | CCN(CCNC(=O)C1CCN(c2nnc(-n3cccc3)s2)CC1)c1ccccc1 | 6%
6 | COc1cccc(-n2c(Cc3cc(=O)[nH]c(=O)[nH]3)nnc2SCC(=O)N2CCCCCC2)c1 | 14%
7 | CC(=O)c1cn(CC(=O)NCc2ccc3c(c2)OCO3)c2ccccc12 | 15%
8 | c1ccc(Cc2ccc(OCCn3cncn3)cc2)cc1 | -2%
9 | CCOc1ccccc1C(=O)N1CCN(c2cccc(Cl)c2)CC1 | -2%
10 | CC1CCCC(NC(=O)COC(=O)c2ccc(S(=O)(=O)N3CCOCC3)cc2)C1C (configuration not stated) | -7%
11 | CCC(C(=O)N1CCOCC1)n1c(C(=O)OC)cc2occc21 (configuration not stated) | -1%
12 | CCOc1ccc(C(C)=O)cc1CN1C(=O)NC2(CCCCC2C)C1=O (configuration not stated) | 0%
13 | Cc1ccn2cc(CNS(=O)(=O)c3ccc(Cl)s3)nc2c1 | 6%
14 | CCC(C)(c1ccc(C(=O)OC)s1)c1ccc(C(=O)OC)s1 | 6%
15 | COC(=O)Nc1ccc(S(=O)(=O)N(C)CC(F)(F)C(F)F)cc1 | 5%
16 | Brc1ccc2ncnc(Nc3ccc(N4CCOCC4)cc3)c2c1 | -2%
17 | CCCn1c(SCc2ccccn2)nc2c1c(=O)n(C)c(=O)n2C | 14%
18 | CC1CCN(C(=O)CN2C(=O)c3ccccc3S2(=O)=O)CC1 | 1%
19 | N#Cc1ccc(OCCN2C(=O)NC3(CCSC3)C2=O)cc1 (configuration not stated) | -4%
20 | COc1ccc(C(=O)N2CCN(C(=O)c3ccco3)CC2)cc1 | 0%
21 | COc1cc(-c2noc(-c3ccco3)n2)cc(OC)c1OC | -1%
22 | O=C(NCCCn1ccnc1)Nc1ccc(Cl)c(Cl)c1 | 6%
23 | COC(=O)c1ccc(CSc2nc3ccccc3c(=O)n2-c2ccc(OC)c(OC)c2)o1 | -1%
24 | CCOCCCNC(=O)c1c(C)[nH]c(C(=O)OCC)c1C | -1%
25 | COc1ccc(NC(=O)C2CCC(=O)N2)cc1 (configuration not stated) | -1%
26 | Cc1ccccc1-c1nccc(NCc2cccnc2)n1 | 8%
27 | c1cc2c(cc1C1CCCN1)OCCCO2 (configuration not stated) | -4%
28 | COc1ccc(N(CC(=O)NC2CCCCCC2)S(=O)(=O)c2c(C)nn(C)c2C)cc1 | -1%
29 | Cc1c(C)[n+](=O)c(-c2cccs2)c(C)n1[O-] | -1%
30 | O=S(=O)(Nc1ccc2c(c1)OCCO2)c1cnc[nH]1 | -4%
31 | Cc1ccc(CNC(=O)C2CNc3cc(C)ccc3O2)cc1 (configuration not stated) | -1%
32 | CN1CCN(CCCNC(=O)c2cn(C3CCCCC3)c(=O)c3c2c2ccccc2n3C)CC1 | -2%
33 | NS(=O)(=O)c1ccc(NC(=O)CSc2nnc(Cc3cccs3)n2-c2ccccc2)cc1 | -4%
34 | CN(C(=O)COC(=O)c1ccccc1Nc1ccccc1)C1CCS(=O)(=O)C1 (configuration not stated) | -4%
35 | CC(=O)Nc1c(O)[nH]c2ccccc12 | 10%
36 | OCCN(Cc1ccccc1)CC1CC=CCC1 (configuration not stated) | 1%
37 | CSc1ccc(-c2nc(CSCC(=O)N3CCOCC3)c(C)o2)cc1 | -4%
38 | CCSc1nc(-c2ccc(OC)cc2)n(-c2nc3ccccc3s2)n1 | 1%
39 | Cc1cccc(-n2ncc3c(NC4CCCCC4)ncnc32)c1 | 18%
40 | Cc1cnc(C(=O)Nc2nnc(C(C)C)s2)cn1 | 1%
41 | CCC(CC)C(=O)NCc1ccccc1OC | 4%
42 | c1ccc2[nH]c(SCc3ccc(-c4nnco4)cc3)nc2c1 | -1%
43 | Cc1ccc2c(C)nc(Nc3ncc4c(n3)CCCC4=O)nc2c1 | -3%
44 | CC(C)N1C(=O)C2C(C(=O)NC3CCCCC3)C3C=CC2(O3)C1C(=O)NC1CCCC1 (configuration not stated) | -6%
45 | Cn1c(=O)[nH]c(=O)c2c1nc(N1CCOCC1)n2CCSc1ncccn1 | 12%
46 | COc1cccc(-n2nnc3c(=O)n(Cc4ccccc4Cl)cnc32)c1 | -3%
47 | O=C(NCCN1C(=O)C2C3C=CC(C3)C2C1=O)N1CCOCC1 (configuration not stated) | 12%
48 | COC(=O)Nc1nnc(SCc2ccc(C)cc2)s1 | 0%
49 | CCN1CCCC1Cn1c(-c2ccccc2)nc2c(NCCOC)nc(C)nc21 (configuration not stated) | 12%
50 | Nc1nc2c(s1)C(=O)CCC2 | -1%
51 | NC(=O)c1c(NC(=O)CSc2nnc(-c3ccccc3)n2CC2CCCO2)sc2c1CCC2 (configuration not stated) | 4%
52 | CCn1c(COc2cccc(OC)c2)nnc1SCC(=O)Nc1cccc(OC)c1 | 13%
53 | CC(=O)C(Sc1ccc2nnc(-c3ccc(C)cc3)n2n1)C(C)=O | 14%
54 | O=C(Nc1ccccc1Sc1ccccc1)C1CCCO1 (configuration not stated) | -9%
55 | N=C(N)SCCc1ccc(CCSC(=N)N)cc1 | 0%
56 | Cc1cc(Nc2ccc(F)cc2F)n2nc(C)nc2n1 | 4%
57 | COc1ccc(OC)c(S(=O)(=O)NCCC2=CCCCC2)c1 | 1%
58 | CC(=O)c1cccc(NC(=O)N2CCCC2C(=O)NCCC(C)C)c1 (configuration not stated) | 7%
59 | C=C(C)Cn1c(SCC(=O)O)nnc1-c1ccc(C(C)(C)C)cc1 | 0%
60 | CC(CN1CCOCC1)OC(=O)c1ccccc1Br (configuration not stated) | -2%

(next part)
# | Structure | AmpC det inh
61 | COc1cc2cc(C(c3nnnn3C3CCCC3)N3CCCCC3)c(=O)[nH]c2cc1OC (configuration not stated) | 6%
62 | Cn1c(C(O)c2ccccc2F)nc(Cl)c1Cl (configuration not stated) | 10%
63 | CC1CCCCC1NC(=O)CN1C(=O)NC(C)(c2ccc(OC(F)F)cc2)C1=O (configuration not stated) | -3%
64 | N#Cc1c(NC(=O)CCCN2C(=O)c3ccccc3C2=O)oc(-c2ccccc2)c1-c1ccccc1 | -2%
65 | O=C(Cc1ccccc1)Nc1nc2ccccc2[nH]1 | -5%
66 | N[C@H](C(=O)O)[C@H](N)C(=O)O | 10%[5.75 µM]
67 | COCCCN=CC1=C(O)CC(C)(C)CC1=O | 3%
68 | Cc1ccc(S(=O)(=O)NC(CC(N)=O)C(=O)O)cc1 (configuration not stated) | 3%
69 | CCOC(=O)c1c(CC(C)C)csc1NC(C)=O | -3%
70 | CCOc1ccccc1NC(=O)C1C2C=CC(O2)C1C(=O)O (configuration not stated) | 1%
71 | Cc1ccc(N(C(=O)Cn2nnc3ccccc32)C(C(=O)NCc2ccco2)c2ccc(C)o2)cc1 (configuration not stated) | -2%
72 | CCCc1nnc(SCC(=O)Nc2ccc(OC)cc2)n1N | -5%
73 | CC1CCc2nn(CC(=O)NCCN3CCCCC3C)cc2C1 (configuration not stated) | 5%
74 | c1ccc(-c2csc3ncn4nnnc4c23)cc1 | -2%
75 | Cc1noc(NS(=O)(=O)c2ccc(NC(=O)C34CCC(CC3)C4)cc2)c1C | 13%
76 | COCCCN1C(=O)C(=O)/C(=C(/O)c2ccccc2)C1c1ccc2c(c1)OCO2 (configuration not stated) | 8%
77 | Oc1cc(CN2COc3ccccc32)c(O)cc1CNC1CCCCC1 | 0%[5.75 µM]
78 | Cc1c(C(=O)NCCC2=CCCCC2)oc2ccc(S(=O)(=O)N3CCOCC3)cc12 | -5%
79 | Cc1nnc(SCC(=O)N2CCCCC2)s1 | -2%
80 | CCOc1cccc(/C(O)=C2/C(=O)C(=O)N(CCOC)C2c2ccc(C)o2)c1 (configuration not stated) | 2%
81 | COc1ccc(CNc2nc3nc(C)c(Cl)c(=O)n3[nH]2)cc1OC | -7%
82 | CC(C)Cc1nccs1 | 8%
83 | Cc1ccc(-n2ncc3c(=O)n(CC(=O)NC4CCCCC4)cnc32)cc1C | 11%
84 | COc1ccc2c(c1OC)C(=O)N1c3ccccc3COC21 (configuration not stated) | 0%
85 | CC(C)Cc1nnc(NS(=O)(=O)c2ccc(Cl)cc2)s1 | 25%
86 | COC(=O)CSc1nnc(CNC(=O)c2ccc(S(=O)(=O)N3CCCCC3)cc2)n1C | -3%
87 | COc1cccc2c1NC(C(=O)O)C1CC=CC21 (configuration not stated) | -8%
88 | Cn1nc(-c2ccc(Cl)cc2)c2cc(C(=O)NCc3ccco3)sc21 | 12%
89 | C/C(Cl)=C\Cn1c(Nc2ccc(C)cc2)nc2c1c(=O)n(C)c(=O)n2C | 0%
90 | Cc1cc(F)c(F)c(C(=O)NC2CC2)c1Cl | -4%

Some of the entries so far, as labelled records.
(77) Oc1cc(CN2COc3ccccc32)c(O)cc1CNC1CCCCC1
  AmpC det inh: 0%[5.75 µM]

(78) Cc1c(C(=O)NCCC2=CCCCC2)oc2ccc(S(=O)(=O)N3CCOCC3)cc12
  AmpC det inh: -5%

(79) Cc1nnc(SCC(=O)N2CCCCC2)s1
  AmpC det inh: -2%

(80) CCOc1cccc(/C(O)=C2/C(=O)C(=O)N(CCOC)C2c2ccc(C)o2)c1 (configuration not stated)
  AmpC det inh: 2%

Later entries
# | Structure | AmpC det inh
91 | N#Cc1ccccc1NC(=O)CSc1nnc(-c2ccccc2O)n1-c1ccccc1 | -7%
92 | N#Cc1c(N)nc2c(c1-c1ccc3c(c1)OCO3)CCCCCC2 | 0%
93 | O=C(c1csc2ccccc12)n1cccn1 | -16%
94 | O=C(Cn1c(=O)sc2ccccc21)Nc1ccc2c(c1)OCCO2 | 11%
95 | CN(N=O)c1cc(O)ccc1O | -6%
96 | CCOc1cccc(=O)c2c(C)n(CC3CCCO3)c(C)c12 (configuration not stated) | 0%
97 | Cc1ccc(C)n1-c1ccc(N2CCOCC2)cc1 | 10%
98 | CCCCOc1ccc(S(=O)(=O)Nc2cccnc2)cc1 | -3%
99 | Cc1ccc(OCc2nnc(SCC(=O)C(C)(C)C)n2Cc2ccco2)cc1 | 9%
100 | Cc1ccc(OS(=O)Nc2cccc3nccnc23)cc1 (configuration not stated) | -1%
101 | Cc1csc2nc(CNC(=O)C3CCCCC3)cn12 | 9%
102 | CSc1nnc2c(n1)OC(c1cccn1C)N(C(C)=O)c1ccccc1-2 (configuration not stated) | -2%
103 | COc1ccc(-c2nc(CS(=O)CC(=O)NCCC3=CCCCC3)c(C)o2)cc1 (configuration not stated) | 9%
104 | OCc1cn(-c2ccccc2)nc1-c1ccc2c(c1)OCCO2 | -6%
105 | O=C1CCc2cc(S(=O)(=O)N3CCCC3C(=O)N3CCN(c4ccccc4F)CC3)ccc2N1 (configuration not stated) | 5%

Two entries from above, as labelled records:
104	OCc1cn(-c2ccccc2)nc1-c1ccc2c(c1)OCCO2
  AmpC det inh: -6%

105	O=C1CCc2cc(S(=O)(=O)N3CCCC3C(=O)N3CCN(c4ccccc4F)CC3)ccc2N1 (configuration not stated)
  AmpC det inh: 5%

Other records follow:
# | Structure | AmpC det inh
106 | c1ccc(CNc2nc3ccccc3n3cnnc23)nc1 | 11%
107 | c1ccc2sc(NC3=NCN(Cc4ccc5c(c4)OCO5)CN3)nc2c1 | -4%
108 | CCC(C)NC(=O)C1CCCN(C(=O)Nc2ccc(F)cc2)C1 (configuration not stated) | 2%
109 | C(=N\n1cnnc1)/c1cccc2ccccc12 | 0%
110 | CCc1nc(C)cn1S(=O)(=O)c1cc(C)c(OC)cc1C | 8%
111 | Cc1nn(-c2ccccc2)c(C)c1C(=O)Nc1nnc(-c2ccco2)o1 | -5%
112 | Cc1ccc2c(c1N)C(=O)c1ccccc1C2=O | 3%
113 | CC1=C(C(=O)OC(C)C)C(c2cccc(F)c2)n2ncnc2N1 (configuration not stated) | 14%
114 | O=C(CCS(=O)(=O)c1cccs1)Nc1ccc(C(=O)NCc2cccs2)cc1 | 8%
115 | c1cc(N2CCCC2)ccc1C(c1nnnn1C1CCCCC1)N1CCOCC1 (configuration not stated) | 14%
116 | CCS(=O)(=O)N1CCCC(C(=O)N2CCC3(CC2)OCCO3)C1 (configuration not stated) | -1%
117 | O=C(Cn1cccc1)NC1CCCCCC1 | -1%
118 | CC1(C)CCCC2=C1CC1C(=O)N(Cc3cccnc3)C(=O)C1C2 (configuration not stated) | -2%
119 | COc1ccc2c(=O)cc(-c3ccncc3)oc2c1OC | -5%[5.75 µM]
120 | Cc1cccc(C(=O)N(C)c2nnc(-c3ccncc3)s2)c1 | -2%
121 | CC1(C)CCC(C)(C)c2cc(C(=O)Nc3ccc(C(=O)O)cc3)ccc21 | -2%
122 | O=C1NC(=O)C(Cc2cccs2)C(=O)N1 | -5%
123 | CCCn1nnc2sc3c(c2c1=O)CCC(C)C3 (configuration not stated) | -3%
124 | O=NN1CCCCC1 | 9%
125 | CCOC(=O)C1CCCN(C(=O)C2CCN(S(=O)(=O)N3CCC4(CC3)OCCO4)CC2)C1 (configuration not stated) | -2%
126 | O=C(CNCc1ccco1)Nc1ccccc1-n1cccc1 | 0%
127 | Cc1cc(C)n(-c2nc3ccccc3c3nc(C)nn23)n1 | 10%
128 | O=[N+]([O-])c1ccc(NN=C2c3ccccc3Cc3ccccc32)c([N+](=O)[O-])c1 | -3%[5.75 µM]
129 | CN(C)c1ccc2c(c1)OC(N)=C(C#N)C2c1cccc(F)c1 (configuration not stated) | -2%
130 | CN1CCc2nc(SCC(=O)Nc3ccc(F)cc3)c(C#N)cc2C1 | 1%
131 | COc1ccc(N2CCN(Cc3nc(N)nc(Nc4ccc(C)c(Cl)c4)n3)CC2)cc1 | -7%
132 | COc1ccc(S(=O)(=O)N2CCN(C)CC2)c2ccccc12 | 11%
